Screens (PubChem)
TAG inh = reduces triacylglycerol accumulation in H9c2 cells. hit rate 0.66% among 230,000. AID 651582. inhibition, % at 12.5 µM. Nile Red lipid (TAG) fluorescence; cells loaded with 200 µM oleic acid;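 active = pattern-corrected inhibition of lipid staining of at least 50% with the nuclear-stain viability signal not falling by more than 50%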;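 also: 0% = DMSO wells and 100% = triacsin C control wells; some results filed as inactive read as strong as hits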
TAG inh DAPI viability = also measured in TAG inh; calls as there; DAPI nuclei signal change (viability), lower = more cytotoxic, %;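 whole-well DAPI fluorescence read on a plate reader as a viability signal; minus 50 percent equals half of cells still viable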
The depositor's hits bear a star. These rows are one share of the data; rates above refer to the full screens.

CCCCn1c(=NC(C)=O)c(C#N)cc2c(=O)n3cccc(C)c3nc21
  TAG inh: 5.9 | TAG inh DAPI viability: 71.3
COc1ccc(Cl)cc1NC(=S)NC(=O)c1ccco1
  TAG inh: -13.3 | TAG inh DAPI viability: 1.3
O=C(c1ccc(Cl)c(Cl)c1)N1CCN(c2ccccn2)CC1
  TAG inh: -5.1 | TAG inh DAPI viability: -4.7
O=C(O)c1cccc(S(=O)(=O)Nc2ccc(S(=O)(=O)N3CCOCC3)cc2)c1
  TAG inh: 9.2 | TAG inh DAPI viability: -7.4
COc1ccc(CCNC(=O)CSc2nc3c(c(=O)n(C)c(=O)n3C)n2C)cc1OC
  TAG inh: 0.7 | TAG inh DAPI viability: -0.1
CC1CCC2(CC1)NC(=O)N(CC(=O)NCCc1ccc(F)cc1)C2=O (configuration not stated)
  TAG inh: -2.3 | TAG inh DAPI viability: -3.6
Cc1cc(NC(=O)CCC(=O)N(c2ccccc2)C(C(=O)NCC2CCCO2)c2cccnc2)no1 (configuration not stated)
  TAG inh: -18.9 | TAG inh DAPI viability: 1.7
Cc1cccc(OCCOc2ccc(/C=N/NC(=O)Cc3nnc(N)s3)cc2)c1
  TAG inh: 6.0 | TAG inh DAPI viability: -4.9
Cc1cc(C)c(Cn2ncn(-c3ccc(Br)cc3)c2=O)c(C)c1
  TAG inh: -11.9 | TAG inh DAPI viability: -1.0
O=C(Nc1cccc(-c2ccc(N3CCOCC3)nn2)c1)c1ccc([N+](=O)[O-])cc1
  TAG inh: 5.1 | TAG inh DAPI viability: 10.1
CC(=O)CSc1nnc(C(F)(F)F)n1C
  TAG inh: -11.7 | TAG inh DAPI viability: -1.3
COCc1cccc(C2=CC(=O)C[C@H](c3ccc(OC)cc3)C2)c1
  TAG inh: -23.9 | TAG inh DAPI viability: 13.9
CSc1ccc(S(=O)(=O)NCC(=O)OCC(=O)N2CCC(C)CC2)cc1[N+](=O)[O-]
  TAG inh: 0.2 | TAG inh DAPI viability: -3.4
O=C(COC(=O)c1ccc(Cl)nc1)Nc1ccc2ccccc2c1
  TAG inh: -7.7 | TAG inh DAPI viability: 2.0
CC(=O)C1C(=O)CC(C)(O)C(C(C)=O)C1c1ccc(N(C)C)cc1 (configuration not stated)
  TAG inh: 12.3 | TAG inh DAPI viability: -8.8

O=C(O)CCc1ccc(-c2ccc(F)cc2)n1NC(=O)c1ccco1
  TAG inh: 11.4 | TAG inh DAPI viability: -7.1
O=C(NC(=S)Nc1ccc(N2CCOCC2)cc1)c1cccc(Cl)c1Cl
  TAG inh: 32.4 | TAG inh DAPI viability: -2.4
CCO[C@@H]1OC(C(=O)N2CCN(Cc3ccccc3)CC2)=C[C@H](C)[C@H]1CCCO
  TAG inh: 8.8 | TAG inh DAPI viability: 3.5
CCC(NC(=O)c1ccccc1NC(=O)c1ccco1)C(=O)NC1CCCCC1 (configuration not stated)
  TAG inh: -5.3 | TAG inh DAPI viability: -2.9
CCC(=O)N1CCC1(C)C(=O)Nc1cccc2c1CCCC2 (configuration not stated)
  TAG inh: 11.3 | TAG inh DAPI viability: -15.3
CSc1nc2c(cc1C#N)C(=O)CC(C)(C)C2
  TAG inh: -8.8 | TAG inh DAPI viability: 10.5
Cc1ccc(C(=O)NC2CCN(S(=O)(=O)c3ccc(C)cc3)CC2)cc1
  TAG inh: -3.2 | TAG inh DAPI viability: -3.2
COCC(=O)Nc1ccc(N2CCCC2)c(S(=O)(=O)Nc2ccccc2OC)c1
  TAG inh: 16.3 | TAG inh DAPI viability: -5.8
CN(C(=O)C1CCCCN1S(=O)(=O)c1ccccc1)c1ccccc1 (configuration not stated)
  TAG inh: -48.8 | TAG inh DAPI viability: 2.7
COc1ccc(N=N/C(C(C)=O)=C(/C)O)cc1
  TAG inh: -5.0 | TAG inh DAPI viability: 10.7
CN1CCN(CCCNC(=O)c2cc3c(-c4ccc(Cl)cc4)nn(C)c3s2)CC1
  TAG inh: 10.8 | TAG inh DAPI viability: 17.2
CC(C)(C)c1ccc(OCC(O)CN2CCOCC2)cc1 (configuration not stated)
  TAG inh: 5.1 | TAG inh DAPI viability: 3.0
N#CC(C(O)c1ccccc1)N1CCOCC1 (configuration not stated)
  TAG inh: -3.5 | TAG inh DAPI viability: -1.7
CCOc1ccc(NS(=O)(=O)c2ccc(C(=O)N3CCCC3)cc2)cc1
  TAG inh: 34.0 | TAG inh DAPI viability: 6.2
CCc1c(C(C)=O)oc2ccc3c(C)cc(=O)oc3c12
  TAG inh: 0.0 | TAG inh DAPI viability: 0.6

COc1ccccc1CCCNC(=O)C1CCC(=O)N(CCc2cccc(F)c2)C1 (configuration not stated)
  TAG inh: 21.9 | TAG inh DAPI viability: -4.8
COc1ccc(C(=O)Nc2ccnn2C2CCN(C(=O)C3CCOC3)CC2)cc1 (configuration not stated)
  TAG inh: 0.0 | TAG inh DAPI viability: -1.6
Cc1ccc(C)c(-n2ccnc2SCC(=O)O)c1
  TAG inh: 0.1 | TAG inh DAPI viability: 8.5
Cc1nn(-c2ccccc2)c2sc(C(=O)c3c(N)n(C)c(=O)n(C)c3=O)cc12
  TAG inh: -8.5 | TAG inh DAPI viability: 4.9
CN(C)CC1CC/C(=C\c2ccc(O)cc2)C1=O (configuration not stated)
  TAG inh: 17.7 | TAG inh DAPI viability: -16.0
Cc1ccc(S(=O)(=O)N2CCN(C(=O)CN(Cc3ccco3)Cc3cccs3)CC2)cc1
  TAG inh: -16.8 | TAG inh DAPI viability: -7.9
O=C(CSc1nnnn1C1CCCC1)NCc1ccccc1
  TAG inh: 4.3 | TAG inh DAPI viability: -7.3
CCn1c2ccccc2c2cc(NC(=O)CNCC3CCCO3)ccc21 (configuration not stated)
  TAG inh: 2.7 | TAG inh DAPI viability: 8.3
CC(=O)c1cccc(S(=O)(=O)NCCCN2CCOCC2)c1
  TAG inh: -8.5 | TAG inh DAPI viability: 2.8
Cc1cc(=O)[nH]c(SCC(=O)Nc2ncc(S(=O)(=O)c3ccc([N+](=O)[O-])cc3)s2)n1
  TAG inh: 12.4 | TAG inh DAPI viability: -2.1
CCC(C)n1c(=N)c(C#N)cc2c(=O)n3cc(C)ccc3nc21 (configuration not stated)
  TAG inh: 7.8 | TAG inh DAPI viability: 9.6
COc1ccc(Cl)cc1NC(=O)c1cccc(N2C(=O)C3CC=CCC3C2=O)c1 (configuration not stated)
  TAG inh: -1.3 | TAG inh DAPI viability: -4.0
O=C(Nc1ncccc1O)C1CCN(S(=O)(=O)c2ccc3ccccc3c2)CC1
  TAG inh: -11.7 | TAG inh DAPI viability: 6.5
CC1CN(c2ncc(/C=N/NC(=O)c3ccccc3O)s2)CC(C)O1 (configuration not stated)
  TAG inh: 13.6 | TAG inh DAPI viability: -0.3
CC1(C)CC(=O)C(N=Nc2ccc3ncsc3c2)=C(O)C1
  TAG inh: -12.4 | TAG inh DAPI viability: 7.0

Oc1nc(Nc2ccc(F)cc2)sc1/C=C1\C=Nc2ccccc21
  TAG inh: 9.8 | TAG inh DAPI viability: 1.7
CCCCN(C)C1CCN(C(=S)Nc2cccc(OC)c2)CC1
  TAG inh: -5.7 | TAG inh DAPI viability: -0.4
CCOC(=O)CC(C(=O)OCC)P(=O)(c1ccccc1)c1ccccc1 (configuration not stated)
  TAG inh: -4.3 | TAG inh DAPI viability: 0.2
Cc1ccc(N=Nc2c(=O)[nH]n3c(C)cc(C)nc23)cc1
  TAG inh: 9.3 | TAG inh DAPI viability: -2.3
O=C(NC(Cc1ccccc1)c1nc2ccccc2[nH]1)c1cccc([N+](=O)[O-])c1 (configuration not stated)
  TAG inh: -10.3 | TAG inh DAPI viability: -2.6
CC(C)Cn1cc(-c2cncc3nccn23)cn1
  TAG inh: -29.9 | TAG inh DAPI viability: 48.4
CCOC(=O)c1cc2c(c(CCO)n1)[C@H](CCO)N(S(=O)C(C)(C)C)C2 (some centres not stated)
  TAG inh: -9.6 | TAG inh DAPI viability: 4.5
O=C(CN1CCN(S(=O)(=O)c2cccc(Br)c2)CC1)N1CCCCC1
  TAG inh: -2.8 | TAG inh DAPI viability: -4.8
NC(=O)c1ccccc1NC(=O)CN1CCOCC1
  TAG inh: -14.4 | TAG inh DAPI viability: 12.4
Cc1cccc(-c2cc(NC=O)c3ncc(-c4cccc(C(=O)N(C)C)c4)n3c2)c1
  TAG inh: 14.0 | TAG inh DAPI viability: -7.0
CCOC(=O)Cc1csc(NC(=S)NC(=O)c2cc(OC)cc(OC)c2)n1
  TAG inh: 4.5 | TAG inh DAPI viability: -8.0
CSc1nsc(N/N=C/c2ccc3c(c2)OCO3)c1C#N
  TAG inh: -0.9 | TAG inh DAPI viability: 4.7
N=C(N)SCc1cn2ccccc2n1
  TAG inh: 5.2 | TAG inh DAPI viability: 9.4
CC1CCCCN1C(=O)CCS(=O)(=O)c1cccc2nonc12 (configuration not stated)
  TAG inh: -18.7 | TAG inh DAPI viability: 18.3
Cc1ccc(C)c(C(C)NC(=O)C2CC=CCC2C(=O)O)c1 (configuration not stated)
  TAG inh: 12.7 | TAG inh DAPI viability: -6.2

Cc1ccc(NCCCCO)cc1C
  TAG inh: -4.7 | TAG inh DAPI viability: 6.5
O=C(Nc1ccc(Cl)c(Cl)c1)Nc1cc(S(=O)(=O)N2CCOCC2)ccc1N1CCCC1
  TAG inh: -21.2 | TAG inh DAPI viability: -0.3
COc1ccc(-c2[nH]ncc2CN(C)CCCN2CCOCC2)cc1F
  TAG inh: 3.3 | TAG inh DAPI viability: 1.1
CN(C)S(=O)(=O)c1cccc(C(=O)NC2CCSc3ccccc32)c1 (configuration not stated)
  TAG inh: 1.1 | TAG inh DAPI viability: -7.5
CCCCCCCN1C2=NCCN2c2ccccc21
  TAG inh: 9.1 | TAG inh DAPI viability: 7.1
Cc1[nH]nc2c1C(c1ccc(O)cc1)C1=C(CC(C)(C)CC1=O)N2 (configuration not stated)
  TAG inh: 12.6 | TAG inh DAPI viability: -6.9
Cc1nn(-c2ccccc2)c(N2CCCC2)c1/C=N/NC(=S)Nc1ccc(F)cc1
  TAG inh: -23.7 | TAG inh DAPI viability: 2.4
Cc1ccc(C(=O)CC(C(=O)O)n2ccc(C)n2)cc1 (configuration not stated)
  TAG inh: 1.4 | TAG inh DAPI viability: -2.5
CCN(CC)S(=O)(=O)c1c(OC)cc(C)c(Cl)c1C
  TAG inh: -12.3 | TAG inh DAPI viability: -14.9
O=C(CSc1ncnc2c1cnn2-c1ccccc1)Nc1ccc2c(c1)OCO2
  TAG inh: 2.9 | TAG inh DAPI viability: 0.4
COc1ccccc1-c1nn(-c2ccccc2)cc1C(=O)N1CCN(C(=O)c2ccco2)CC1
  TAG inh: 0.5 | TAG inh DAPI viability: -8.2
O=C(Cn1cnc2c(cnn2-c2ccccc2)c1=O)Nc1cc(S(=O)(=O)N2CCOCC2)ccc1Cl
  TAG inh: 9.2 | TAG inh DAPI viability: 5.8
CCCCCCCCCCn1ccc(=N)cc1
  TAG inh: 8.9 | TAG inh DAPI viability: -4.9
CCOC(=O)c1ccc(CN2CCCC(C)(C(=O)NCCOC)C2)cc1 (configuration not stated)
  TAG inh: 0.9 | TAG inh DAPI viability: 0.7
C[C@@H]1C[C@@H]2OC(=O)[C@]3(C)[C@H]2[C@@H](OC3(C)O)[C@]2(C)C(=O)C=C[C@H]12 (some centres not stated)
  TAG inh: 0.3 | TAG inh DAPI viability: -6.4

COc1cccc(-n2cc(CNCc3c(C(=O)N(C)C)nc4ccc(Cl)cn34)cn2)c1
  TAG inh: 6.0 | TAG inh DAPI viability: 4.1
Cc1ccc(NC(=O)C/C(N)=N/OC(=O)Nc2ccc(C)c(Cl)c2)cc1
  TAG inh: -12.5 | TAG inh DAPI viability: -1.9
O=C(NCCS(=O)(=O)NC1CCCC1)c1ccc(F)cc1
  TAG inh: 3.7 | TAG inh DAPI viability: 0.6
CCn1ccnc1CNC(=O)C1CCC(=O)N(Cc2ccccc2F)C1 (configuration not stated)
  TAG inh: -3.5 | TAG inh DAPI viability: -3.2
CCCCNC(=O)C(=O)NCc1ccncc1
  TAG inh: 6.6 | TAG inh DAPI viability: 3.1
CCN(C(=O)N1CCOCC1)c1ccccc1C
  TAG inh: -1.9 | TAG inh DAPI viability: 2.4
Cc1c(CN2CCC(n3nccc3NC(=O)C3CC3)CC2)[nH]c2ccccc12
  TAG inh: 4.4 | TAG inh DAPI viability: -1.1
CCc1nc2ccc(C(=O)N3CCN(c4ccccc4)CC3)cn2c1N(CCC(C)C)CCN(C)C
  TAG inh: 10.8 | TAG inh DAPI viability: 3.8
Cc1ccc(S(=O)(=O)N2C[C@H]3N(C(=O)OC(C)C)N(C(=O)OC(C)C)C[C@H](OC(=O)NC4CC4)[C@@]3(O)C2)cc1
  TAG inh: 12.6 | TAG inh DAPI viability: 0.3
COc1ccc(N2CC(O)=C(c3nc(-c4ccc(F)cc4)cs3)C2=N)cc1Cl
  TAG inh: 6.7 | TAG inh DAPI viability: -5.0
COc1ccc2nc(CNC(=O)C3CCC(=O)N(CCc4ccccc4)C3)[nH]c2c1 (configuration not stated)
  TAG inh: -8.3 | TAG inh DAPI viability: 1.2
COc1ccc(C=O)cc1CSc1nnc(COc2cccc3cccnc23)o1
  TAG inh: -4.7 | TAG inh DAPI viability: 1.1
O=C1C=C(Nc2ccc(Cl)cc2)CC(c2ccco2)C1 (configuration not stated)
  TAG inh: 2.4 | TAG inh DAPI viability: -2.7
COc1ccccc1C(=O)NCCC(=O)N(C)CC(=O)Nc1ccc(C)cc1
  TAG inh: 7.1 | TAG inh DAPI viability: -10.0
COc1ccc(Nc2cc(C(=O)NCCCN3CCN(C)CC3)c3ccccc3n2)cc1
  TAG inh: 25.8 | TAG inh DAPI viability: 4.2

Cc1cnc(NC(=O)CSc2nnc(-c3ccccc3)o2)s1
  TAG inh: -18.1 | TAG inh DAPI viability: 14.4
CC(C)(C)NC(=O)C(=O)NNC(=O)c1cccc(F)c1
  TAG inh: 12.6 | TAG inh DAPI viability: -4.3
O=C(Nc1ccc(F)cc1)N1CCCN(c2nccc(C(F)(F)F)n2)CC1
  TAG inh: -0.1 | TAG inh DAPI viability: -3.7
COc1ccc(-c2cc(C)nc3nc(N)nn23)cc1
  TAG inh: -12.1 | TAG inh DAPI viability: 26.7
